Assay outcomes as filed in PubChem BioAssay.
PGC1a acetyl inh = PGC1a acetylation modulation, inhibitor mode; U2OS PGC1a acetylation, AlphaScreen anti-acetyl-lysine; with virally co-expressed GCN5 acetyltransferase; inhibition, % at 15.6 µM; 350,000 compounds, 0.17% hits; AID 651687;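 active = every replicate shows inhibition of at least 40%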;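 note: 0% = neutral control wells and 100% = positive control wells; some results beyond the cut were filed as inactive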
PAX8 inh HTS = inhibitors of PAX8 transcriptional activity in RMG-I cells. RMG-I TPO-luciferase reporter, SteadyGlo, 24 h. inhibition, % at 12.6 µM. 360,000 compounds, 1.2% hits;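 active = mean replicate inhibition at least 60% with every replicate also reaching 60%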;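 note: luciferase light reporting Pax8 driven TPO promoter activity; plate controls were median of neutral control wells for no effect and mitoxantrone controls for full effect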
LGR2 antag = Drosophila LGR2 receptor signaling inhibition. HEK293 LGR2, CRE-luciferase, bursicon-stimulated, 4 h. inhibition, % at 9.99 µM. 380,000 compounds, 0.35% hits. AID 720647;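 active = drop in luminescence signal, shown as inhibition above about 50% in the replicate tests, limit read from the data, passing the limit was not always enough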;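 note: agonist challenge used bursicon conditioned medium at about half maximal strength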
S100A4 inh HTS = S100A4-myosin IIA interaction inhibition; inhibition, % at 10.7 µM; 360,000 compounds, 0.14% hits; AID 652163; S100A4/TAMRA-MyoIIA peptide fluorescence polarization; P26447;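 active = mean inhibition of at least 70% across replicates, with every replicate also reaching that level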
Target sequence (P26447 whole entry, looked up): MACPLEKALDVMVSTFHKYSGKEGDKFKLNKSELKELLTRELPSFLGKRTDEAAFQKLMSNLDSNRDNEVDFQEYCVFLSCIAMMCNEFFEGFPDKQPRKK
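assay system = human S100A4 monomer with TAMRA-labelled myosin IIA peptide | also added = labelled myosin peptide probe, 5 nM | incubation = 5 min between mix addition and reading | control set = DMSO and TFP controls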
PglD DTNB = blocks C. jejuni PglD acetyltransferase activity; purified PglD enzyme, DTNB colorimetric CoA detection; inhibition, % at 12.5 µM; 360,000 compounds, 0.098% hits; AID 602405; in the data active = inhibition above about 16%, passing the limit was not always enough; note: strong numbers were not always called active
EWS-Fli block = inhibitors of EWS/Fli oncoprotein transcriptional activity; A673 NR0B1-luciferase reporter, viability-normalised; inhibition, % at 12.6 µM; 350,000 compounds, 0.67% hits; AID 651661;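 active = mean inhibition of at least 50% after viability correction, with every replicate also passing that limit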;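 note: firefly luciferase signal divided by Alamar Blue viability fluorescence both relative to DMSO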
ERAP1 HTS inh = ERAP1 (human) enzyme inhibition; recombinant ERAP1, Leu-AMC fluorescence, 60 min; inhibition, % at 10.7 µM; 340,000 compounds, 0.15% hits;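 active = mean replicate inhibition of at least 30%, or all replicates individually reaching that 30% level; inactive = mean below 30% and not every replicate reaching it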;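 note: 0% = neutral control wells and 100% = L-leucinethiol positive control wells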
Target sequence (Q9NZ08 whole entry, looked up): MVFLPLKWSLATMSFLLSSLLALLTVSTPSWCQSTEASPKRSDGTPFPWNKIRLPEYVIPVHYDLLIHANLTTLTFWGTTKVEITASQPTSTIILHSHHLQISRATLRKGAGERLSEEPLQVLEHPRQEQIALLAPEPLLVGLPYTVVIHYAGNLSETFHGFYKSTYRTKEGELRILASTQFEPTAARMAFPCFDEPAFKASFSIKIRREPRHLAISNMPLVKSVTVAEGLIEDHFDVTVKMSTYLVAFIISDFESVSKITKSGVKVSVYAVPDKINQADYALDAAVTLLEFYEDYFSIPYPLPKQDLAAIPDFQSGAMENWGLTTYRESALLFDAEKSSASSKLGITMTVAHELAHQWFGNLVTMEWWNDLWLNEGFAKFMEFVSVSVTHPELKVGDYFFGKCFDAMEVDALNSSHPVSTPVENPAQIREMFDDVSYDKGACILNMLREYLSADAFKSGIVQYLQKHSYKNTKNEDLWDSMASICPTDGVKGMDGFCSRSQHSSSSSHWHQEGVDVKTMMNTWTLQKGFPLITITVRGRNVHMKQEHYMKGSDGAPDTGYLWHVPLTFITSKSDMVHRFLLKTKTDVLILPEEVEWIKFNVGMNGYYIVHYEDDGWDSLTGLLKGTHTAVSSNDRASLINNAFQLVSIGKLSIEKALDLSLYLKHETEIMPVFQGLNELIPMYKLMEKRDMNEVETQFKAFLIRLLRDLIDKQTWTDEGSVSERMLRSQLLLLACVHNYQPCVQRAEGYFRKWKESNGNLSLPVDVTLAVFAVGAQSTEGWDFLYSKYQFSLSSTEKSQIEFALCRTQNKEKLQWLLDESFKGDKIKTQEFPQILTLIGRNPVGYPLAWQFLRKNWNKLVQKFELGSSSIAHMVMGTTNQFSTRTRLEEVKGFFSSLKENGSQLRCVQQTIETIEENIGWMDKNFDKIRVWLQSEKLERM
FN deposition inh = fibronectin deposition inhibition. AH1F fibroblasts, Alexa488-fibronectin deposition fluorescence, overnight. inhibition, % at 12.6 µM. 350,000 compounds, 0.086% hits;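 active = mean inhibition across replicates of 30% or more, regardless of how many single replicates reach that level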;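 note: positive control wells lacked labelled fibronectin entirely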
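Assay system: AH1F fibroblasts assembling fluorescent fibronectin matrix; Amount: 10000 AH1F cells per well; Buffer or medium: DMEM, 2% serum; Probe or stimulus: Alexa488-fibronectin, 24 nM final in well; Doses: single compound dose, delivered by pin transfer; Incubation: 1 h adhesion, overnight exposure; Measured by: fluorescence 485/525 nm; Read-out: fibronectin deposition inhibition.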
* = called active by the depositor; x = not tested or not shown; & = joins results of further samples.

SMILES	PGC1a acetyl inh	PAX8 inh HTS	LGR2 antag	S100A4 inh HTS	PglD DTNB	EWS-Fli block	ERAP1 HTS inh	FN deposition inh
COc1cc(CN2CCN(C(O)(c3ccccc3)c3ccccc3)CC2)cc(OC)c1OC	-3	7	6	2	0	8	-1	3
Cc1ccc(C)c(NC(=O)c2cnn(-c3ccccc3)c2C)c1	9	-81	-24	4	4	-43	1	4
CCN(CC)C(=O)CSc1nc2c(sc(=S)n2-c2ccccc2)c(=O)n1-c1ccc(OC)cc1OC	-6	10	34	-3	-1	17	-7	17
COc1cc(OC)c(C(=O)OC(C)C(=O)Nc2cccc(C(F)(F)F)c2)cc1OC (stereo unspecified)	-9	2	7	x	-2	x	x	1
CCOC(=O)C1C(=O)NC(N2CCOCC2)=NC1C(C)C (stereo unspecified)	-3	7	x	x	-2	x	x	6
CCCn1c(N)c(C(=O)CN(C)CC(=O)Nc2ccccc2CC)c(=O)[nH]c1=O	-2	-9	8	-3	-1	3	-1	6
O=C(c1cccs1)N1CCN=C1SCc1ccc(F)cc1	x	-8	-4	2	x	-86	x	1
CCc1ccc(-c2ccc3nnc(SCC(N)=O)n3n2)cc1	4	3	-6	0	-4	-4	3	1
Cc1cc(C)cc(N(CC(=O)Nc2cc(C)ccc2C)S(=O)(=O)c2c(C)[nH]c(=O)[nH]c2=O)c1	-1	8	-1	-1	2	x	1	10
COc1ccccc1/C=C/C=O	2	-5	x	0	1	-2	0	x
Cc1ccc2nc(SCC(=O)c3c(N)n(C4CC4)c(=O)[nH]c3=O)[nH]c2c1	x	23	17	1	x	-2	-1	10
Cc1noc(C)c1S(=O)(=O)Nc1ccc2c(c1)C(=O)N([C@@H](C)CO)C[C@H](C)[C@@H](CN(C)Cc1ccccc1)OCCCC[C@@H](C)O2	-10	-32	-2	3	-2	2	5	-2
CC(=O)Nc1ccc(S(=O)(=O)N(C)CC(=O)OC(C)C(=O)NC2CCCC2)cc1 (stereo unspecified)	-6	x	10	-4	3	3	-3	1
COc1ccc(-n2c(SCC(=O)O)nc3sc4c(c3c2=O)CCCC4)cc1	8	5	3	-2	5	12	0	-9
COC(=O)C(CCSC)NC(=O)Cn1ncc2c(=O)oc3ccccc3c21 (stereo unspecified)	9	-5	-9	-3	1	8	7	-4
Cc1ccc(C2NC(c3ccc(C)cc3)C(C)C(=O)C2C)cc1 (stereo unspecified)	x	7	-6	-15	x	6	0	-9
O=C(C[n+]1cc(-c2ccc(Cl)c(Cl)c2)n2c1CCC2)c1cccs1	-5	17	4	-3	-8	12	3	-6
CCN(CC(=O)Nc1ccc(NC(C)=O)cc1)C(=O)c1cc(-c2ccccc2Cl)nc2ccccc12	-8	57	3	-3	2	0	0	-11
COCCNC(=O)C(=O)Nc1cc2c3c(c1)CC(=O)N3CCC2	3	15	24	1	5	-2	4	0
CCCN(C(=O)c1cc(S(=O)(=O)N2CCCCC2)ccc1Cl)C1CCS(=O)(=O)C1 (stereo unspecified)	2	2	3	4	3	4	x	1
O=C(COC(=O)c1cccc(Cl)c1)NC1CCS(=O)(=O)C1 (stereo unspecified)	0	-8	3	6	3	0	3	4
CN(C)C(=O)C[C@@H]1CC[C@@H]2[C@H](COC[C@@H](O)CN2S(=O)(=O)c2ccccc2)O1	1	x	5	4	3	x	-4	-2
C[C@@H]1CN([C@H](C)CO)C(=O)c2cc(NC(=O)Cc3cn(C)c4ccccc34)ccc2O[C@@H]1CN(C)C(=O)Nc1ccc(F)cc1	-2	15	21	16	-1	-16	0	-5
COc1ccc(S(=O)(=O)Nc2ccc3c(c2)C(=O)N([C@@H](C)CO)C[C@@H](C)[C@H](CN(C)Cc2ccc(C(F)(F)F)cc2)O3)cc1	x	x	-16	3	0	20	1	x
Oc1c(Br)cc(Br)cc1/C=N/c1nccs1	-1	3	5	-8	1	-7	1	-1
CCc1nn(C)c(N)c1C	1	1	7	-2	5	3	-1	-2
COC(=O)C1=C(C)N(Cc2ccccc2)C(=O)N[C@H]1c1ccccc1	8	-8	20	-8	-5	2	21	-7
O=C(N/N=C/c1ccc(COc2ccc(Br)cc2)o1)c1ccco1	11	-71	-5	1	4	-23	2	5
O=C(Nc1ccc(F)c(Cl)c1)c1ccccc1	6	-22	11	25	6	-76	x	2
O=C(O)CCN1C(=O)c2ccccc2Sc2ncccc21	-1	10	0	-10	-1	-17	0	-1
Fc1ccc(CSc2nsc(SCc3ccc(F)cc3)n2)cc1	x	x	1	-2	-5	x	1	x
C[C@H](CO)N1C[C@H](C)[C@H](CN(C)Cc2cccnc2)Oc2ncc(C#Cc3ccccn3)cc2C1=O	-12	x	-15	24	0	-8	1	x
C=CCc1cc(C=O)cc(OCC)c1OCc1ccc(Cl)cc1	-13	19	12	-3	-3	-12	-3	-3
Cc1cc(N)n(-c2cc(C)c3ccccc3n2)n1	-1	-96	-24	8	x	-84	1	-4
Nc1cc(=O)[nH]c(SCC(=O)Nc2ccccc2Sc2ccc(Cl)cc2)n1	0	-2	13	-1	x	-5	-6	-4
Cc1cccc(C(=O)OC(C)C(=O)N2CCN(Cc3ccccc3)CC2)c1 (stereo unspecified)	1	x	-4	-2	-5	4	3	0
CN(CC(=O)Nc1ccc(Cl)c(C(F)(F)F)c1)C(=O)c1cnccn1	2	6	-12	0	0	-1	2	1
Cc1ccc(S(=O)(=O)N2CCN(C(=O)c3c(-c4ccccc4)noc3C)CC2)cc1C	x	14	-8	-1	2	4	-2	4
CSCCC(NC(=O)c1ccccc1Cl)C(=O)N1CCCC(C)C1 (stereo unspecified)	6	-2	-11	-8	3	1	1	1
Cc1ccc(C)c(OCC(=O)Nc2ccncc2)c1	12	14	-2	0	-1	7	-3	-2
Cc1ccc(S(=O)(=O)Nc2ccc3c(c2)C(=O)N([C@@H](C)CO)C[C@H](C)[C@@H](CN(C)C(=O)Nc2ccc(F)cc2)OCCCC[C@H](C)O3)cc1	8	55	-7	10	-7	15	-2	4
O=C(NCCN1C(=O)S/C(=C\c2cccnc2)C1=O)c1cccc(OC(F)F)c1	x	-20	6	-1	x	4	-2	-4
COc1ccccc1Cc1c(-c2ccc(OC)c(OC)c2)nc2c3ccccc3ccn12	-22	33	-41	-1	-1	15	-2	0
COCC(C)NC(=O)C(C)Oc1ccccc1 (stereo unspecified)	8	-11	-14	x	-1	x	x	6
C[C@H](CO)N1C[C@H](C)[C@H](CN(C)Cc2ccncc2)Oc2ncc(C#CC3CCCC3)cc2C1=O	5	12	13	-9	0	-4	1	-27
CN(C)C(=O)C[C@H]1C[C@@H]2c3cc(NC(=O)C4CCC4)ccc3O[C@@H]2[C@H](CO)O1	15	-5	-5	3	-2	5	1	0
CC(=O)N1CCC(C(=O)N2c3ccccc3N=C(c3ccc4c(c3)OCO4)C2C(=O)NCc2ccccc2)CC1 (stereo unspecified)	x	-116	-41	4	x	-73	9	7
CC1(C)CC(=O)C(C(=O)CCCCC(=O)C2C(=O)CC(C)(C)CC2=O)C(=O)C1	3	x	x	-9	6&-5	x	x	0
CCOC(=O)C1=C(COC(=O)CNC(=O)c2ccc(C(C)(C)C)cc2)NC(=O)NC1C (stereo unspecified)	x	-9	17	-2	x	-4	2	16
Cc1cccc(NC(=O)c2cnc3ccccn3c2=O)c1	x	-224	x	3	11	58*	5	7
O=C(c1ccccc1)c1ccc(O)cc1O	-6	-23	2	-9	x	-1	x	-2
O=C(CN1CCN(c2ccccn2)CC1)Nc1cccc(Br)c1	-1	5	-2	-4	-1	-1	6	3
CCC(=O)N[C@H]1CC[C@@H](CC(=O)NCc2ccc(OC)cc2)O[C@H]1CO	-6	-1	-7	7	0	3	-1	x
O=C1CN(C(=O)c2cc(F)cc(F)c2)c2ccccc2N1	16	37	1	-4	-2	2	0	1
CC(C)CC#Cc1ccc2c(c1)O[C@@H](CN(C)C(=O)NC(C)C)[C@H](C)CN([C@@H](C)CO)S2(=O)=O	-6	x	4	1	2	11	-3	x
CSc1ncccc1C(=O)N(C)CC(=O)Nc1ccc(Cl)c(C(F)(F)F)c1	-1	12	3	-3	3	7	0	1
C[C@@H]1CN([C@@H](C)CO)C(=O)CCCn2cc(nn2)CO[C@H]1CN(C)Cc1ccc2cccnc2c1	-3	-2	-15	x	x	-3	x	1
Cc1ccccc1C1NC(=S)NC2=C1C(=O)CC(C)(C)C2 (stereo unspecified)	x	5	-3	0	x	2	3	16
CC(C)(C)C(=O)Nc1cc(C(F)(F)F)ccc1-n1ccnc1	8	5	9	-4	x	-4	-1	-14
O=C(CCc1nc2ccccc2[nH]c1=O)N/N=C/c1ccccc1	2	-11	-4	0	1	-5	-6	1

Retrieved by compound from the list above:
SMILES	PGC1a acetyl inh	PAX8 inh HTS	LGR2 antag	S100A4 inh HTS	PglD DTNB	EWS-Fli block	ERAP1 HTS inh	FN deposition inh
CCC(=O)N[C@H]1CC[C@@H](CC(=O)NCc2ccc(OC)cc2)O[C@H]1CO	-6	-1	-7	7	0	3	-1	x
O=C(CCc1nc2ccccc2[nH]c1=O)N/N=C/c1ccccc1	2	-11	-4	0	1	-5	-6	1

Sorted by the number under PGC1a acetyl inh (low to high): 5 from the list above.
smiles | PGC1a acetyl inh
CC(C)CC#Cc1ccc2c(c1)O[C@@H](CN(C)C(=O)NC(C)C)[C@H](C)CN([C@@H](C)CO)S2(=O)=O | -6
C[C@@H]1CN([C@@H](C)CO)C(=O)CCCn2cc(nn2)CO[C@H]1CN(C)Cc1ccc2cccnc2c1 | -3
O=C(CCc1nc2ccccc2[nH]c1=O)N/N=C/c1ccccc1 | 2
CC(C)(C)C(=O)Nc1cc(C(F)(F)F)ccc1-n1ccnc1 | 8
O=C1CN(C(=O)c2cc(F)cc(F)c2)c2ccccc2N1 | 16

Carrying on:
SMILES	PGC1a acetyl inh	PAX8 inh HTS	LGR2 antag	S100A4 inh HTS	PglD DTNB	EWS-Fli block	ERAP1 HTS inh	FN deposition inh
CCCC#Cc1ccc([C@@H]2[C@H](CO)N3C(=O)CN(S(=O)(=O)Cc4ccccc4)C[C@@H]23)cc1	6	x	1	-11	x	2	3	x
CC(C)NC(=O)N(C)C[C@@H]1Oc2c(NC(=O)Nc3ccc(C(F)(F)F)cc3)cccc2C(=O)N([C@@H](C)CO)C[C@@H]1C	-15	3	4	-11	1	-18	-4	x
C[C@@H]1CN([C@@H](C)CO)C(=O)Cc2cc(NC(=O)Nc3ccc(F)cc3)ccc2O[C@@H]1CN(C)S(=O)(=O)c1cccs1	-1	-2	12	-13	-2	-3	4	19
CC(=O)Oc1ccc(C2=NN(c3ccccc3)C(c3ccccc3)C2)cc1 (stereo unspecified)	x	-10	-9	1	-4	-2	-11	3
O=C(Nc1cccc(-n2cnnn2)c1)c1ccc(Cl)cc1Cl	7	-18	-5	0	-3	x	-1	3
CNCCCC12CCC(c3ccccc31)c1ccccc12	0&-10&-51	11&12&8	20&-5&-20	-5&-8&-10&3	1&2&-1	11&-3	2&2&1	-6&0&4&-4
Cc1cccc(C(=O)Nc2nnc(C3=COCCO3)o2)c1	-3	3	-1	1	x	4	-1	4
CCn1nc(C)c(/C=N\NC(=O)c2ccc3c(c2)OCO3)c1C	9	-17	x	x	8	x	x	3
Cc1cccc(CSCc2ccc(C(=O)NC3CCCC3)o2)c1	-4	5	-14	-4	-1	-1	x	11
C[C@@H]1CN([C@@H](C)CO)C(=O)c2cc(C#CC(C)(C)O)cnc2O[C@H]1CN(C)C(=O)C1CC1	-3	x	-11	6	1	-4	-2	-17
Cc1ccc(SCC(=O)NC2CCCCCC2)cc1	x	-88	-36	-1	3	-58	3	3
O=C(Nc1ccccc1N1CCN(C(=O)c2ccccc2)CC1)c1cc2ccccc2o1	-32	45	x	x	2	x	x	-4
